# Screens from PubChem BioAssay.
# SSB-PriA inh – K. pneumoniae PriA-SSBct interaction inhibition; AlphaScreen SSBct-PriA binding, biotinylated peptide; 430,000 compounds, 0.6% hits; inhibition, % at 33 µM; in the data active = inhibition mostly above about 37%, no sharp cut-off; inactive = mostly below about 20%;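 also: plate controls were negative control peptide for no effect and reference peptide for full effect; strong numbers were not always called active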
# * marks the source's active call; other numbers are inactive results; & = joins results of further samples. Only part of the results is shown, so the mix of outcomes need not match the whole.
SMILES,SSB-PriA inh
CS(=O)(=O)c1cccc(-c2nnc(NC(=O)c3ccc([N+](=O)[O-])cc3)o2)c1,1
O=C(CN1CCCN(Cc2cccc(F)c2)S1(=O)=O)Nc1cccc(C(F)(F)F)c1,-9
Cc1cc(C)c(C)c(S(=O)(=O)NCc2ccc(C(=O)N3CC(C)OC(C)C3)cc2)c1C (stereo not given),-12
COc1ccc(NC(=O)Cn2ccn(-c3ccccc3)c(=O)c2=O)c(OC)c1,-11
O=C(NC1CCN(c2ccc(C(F)(F)F)cn2)C1)c1cc(-c2cccs2)[nH]n1 (stereo not given),8
NC(=NOC(=O)COc1ccc(Cl)cc1)c1ccc(Cl)cc1,-9
CCOc1ccc2ccccc2c1C(=O)NCC[C@@H](CCO)c1ccccc1,-10
O=C(NN=Cc1coc2ccccc2c1=O)c1cn(-c2ccccc2)nc1-c1ccccc1,-9
CCOP(=O)(OCC)C(Nc1ccccc1)c1ccccc1F (stereo not given),-4
O=C1C/C(=C\c2ccc(Br)cc2)c2nc3ccccc3n21,-14
O=C(c1ccccc1)N1CCCc2ccc(NS(=O)(=O)c3cccc4cccnc34)cc21,25
COc1ccc(Cl)cc1NC(=O)NCCn1ncccc1=O,-9

# Part of the list above, as labelled records:
> CCOc1ccc2ccccc2c1C(=O)NCC[C@@H](CCO)c1ccccc1
  SSB-PriA inh: -10

> O=C(NN=Cc1coc2ccccc2c1=O)c1cn(-c2ccccc2)nc1-c1ccccc1
  SSB-PriA inh: -9

> CCOP(=O)(OCC)C(Nc1ccccc1)c1ccccc1F (stereo not given)
  SSB-PriA inh: -4

# (more compounds)
SMILES,SSB-PriA inh
COc1ccccc1-c1cc2c(=O)n(Cc3nc(-c4ccccc4C)no3)ccn2n1,1
O=C(NCCC1=CCCCC1)Nc1c[nH]c2ccccc12,12
O=C(CCSc1ccccc1)Nc1nnc(-c2ccc(Br)cc2)o1,9
Cc1cc(C)n(CCN(C(=O)c2ccco2)c2nc3c(F)cc(F)cc3s2)n1,-6
Oc1ccccc1-c1nncn1-c1ccccc1,-1
O=C(Nc1nnc(-c2ccco2)o1)c1cc(Cl)sc1Cl,-13
COc1cc(C=NNc2ccc(C)cc2)cc(Br)c1O,3
O=C(NCC(F)(F)F)c1csc(-n2cccc2)n1,4
Cn1nccc1C(=O)Nc1nc(-c2ccc(F)cc2)cs1,-7&-4
CN(C)c1ccc(CCNC(=O)C(=O)Nc2ccccc2Cl)cc1,2
Cc1ccc(-c2csc(C(=O)NCCc3ccc(S(N)(=O)=O)cc3)c2-n2cccc2)cc1,30
CCc1cccc2sc(NCc3cccnc3)nc12,15

# 13 entries already listed, ordered by count of non-hydrogen atoms, lowest first.
SMILES,SSB-PriA inh
O=C(NCC(F)(F)F)c1csc(-n2cccc2)n1,4
CCc1cccc2sc(NCc3cccnc3)nc12,15
O=C(Nc1nnc(-c2ccco2)o1)c1cc(Cl)sc1Cl,-13
O=C(NCCC1=CCCCC1)Nc1c[nH]c2ccccc12,12
COc1ccc(Cl)cc1NC(=O)NCCn1ncccc1=O,-9
CCOP(=O)(OCC)C(Nc1ccccc1)c1ccccc1F (stereo not given),-4
CN(C)c1ccc(CCNC(=O)C(=O)Nc2ccccc2Cl)cc1,2
CS(=O)(=O)c1cccc(-c2nnc(NC(=O)c3ccc([N+](=O)[O-])cc3)o2)c1,1
CCOc1ccc2ccccc2c1C(=O)NCC[C@@H](CCO)c1ccccc1,-10
O=C(CN1CCCN(Cc2cccc(F)c2)S1(=O)=O)Nc1cccc(C(F)(F)F)c1,-9
COc1ccccc1-c1cc2c(=O)n(Cc3nc(-c4ccccc4C)no3)ccn2n1,1
O=C(c1ccccc1)N1CCCc2ccc(NS(=O)(=O)c3cccc4cccnc34)cc21,25
O=C(NN=Cc1coc2ccccc2c1=O)c1cn(-c2ccccc2)nc1-c1ccccc1,-9

# Next results.
SMILES,SSB-PriA inh
O=C(NN=Cc1cc2c(cc1Br)OCO2)c1cccnc1,-12
Cc1ccc2nc(NC(=O)CSc3nc(=O)n(CCN4CCOCC4)c4c3CCCC4)sc2c1,2
Cc1[nH]c2ccccc2c1CCNCc1cccs1,62
O=C(NCc1ccsc1)C12CC3CC(CC(C3)C1)C2,-8
COc1ccc(CNC(=O)N2CC(N3C(=O)CCC3=O)C2)cc1OC,-7
O=C(Nc1ccc(N2CCCS2(=O)=O)cc1)Nc1ccc(Cl)c(Cl)c1,-7
COc1ccc2ccccc2c1C=NNC(=O)c1cccc(C)c1,-8
COc1ccc(S(=O)(=O)NC2CCN(c3nccs3)CC2)cc1Cl,18
O=C(Nc1ccc2c(c1)N(C(=O)c1ccco1)CC2)c1ccc(C(F)(F)F)cc1,-18
CCCS(=O)(=O)N1CCCc2ccc(NS(=O)(=O)C3CCCCC3)cc21,-4
COC(=O)NCCc1nc2ccccc2[nH]1,-3
CC(C)(C)c1cc(NC(=O)CSc2nnc3ccccn23)cc(C(C)(C)C)c1,1
O=C(NCC1(c2cccs2)CCOCC1)c1ccc2ncsc2c1,-10
COc1ccc(-c2noc(-c3cccn(CC(=O)NCc4ccccc4Cl)c3=O)n2)cc1OC,-6
O=C(COc1ccc([N+](=O)[O-])cc1)NN=Cc1cc([N+](=O)[O-])ccc1N1CCOCC1,1
O=C(NCCOc1ccc2nnc(-c3ccccc3)n2n1)c1cccs1,-7
Nc1sc2c(c1-c1nc3ccccc3s1)CCCC2,9
COCC(C)NC(=O)c1cc(-c2ccc(OC)cc2)nc2c1c(C)nn2C1CCS(=O)(=O)C1 (stereo not given),-10
COc1ccc(OC)c(NC(C)=CC(=O)c2ccccc2)c1,23
COc1ccc(C(C)=NNC(=O)c2ccncc2)cc1[N+](=O)[O-],-2
COC1(CNC(=O)CSc2ccc(F)cc2)Cc2ccccc2C1,-18
O=C(Cc1c(F)cccc1Cl)N1CCC(N2CCC(Oc3nccs3)CC2)CC1,-2
O=C(Cc1cccnc1)NC1CCC(Oc2cnccn2)CC1 (stereo not given),-14
Cc1ccc(-n2ncc3c(=O)n(NC(=O)c4ccc(Br)o4)cnc32)cc1C,-10
CCOc1ccc(-c2nnc3sc(/C=C/c4cccs4)nn23)cc1,-10
COc1ccc(CCS(=O)(=O)N(CCc2cccs2)Cc2ccoc2)cc1,-23
Cc1ccsc1C=NNC(=O)c1ccccn1,-2
O=C(Nn1cnc2c(cnn2-c2ccc(F)cc2)c1=O)c1c(F)cccc1F,-14
O=c1nc(SCc2c(F)cccc2Cl)c2c(n1CCCO)CCCC2,2
COC(CNC(=O)C(=O)Nc1cc(N2CCCS2(=O)=O)ccc1C)OC,-14
NC(=NOC(=O)CCC1CCCC1)c1ccc(Cl)cc1,-47
COc1ccc(C(C#N)N2CCN(C(C#N)c3ccc(OC)cc3)CC2)cc1 (stereo not given),28
COCCn1c(C)cc(C=NNC(=O)c2cc3ccccc3cc2O)c1C,22
CCn1nc(C)cc1C(=O)N1CCN(c2nc3c(C)ccc(C)c3s2)CC1,-8
O=C(c1ccc(S(=O)(=O)N2CCCCC2)cc1)N(c1cccc(Cl)c1)C1C=CS(=O)(=O)C1 (stereo not given),-8
COc1ccc(CCC(=O)N2CC(S(=O)(=O)CC(C)C)C2)cc1,-13
CCOc1ccc(-c2noc(-c3nnn(-c4cccc(C(F)(F)F)c4)c3N)n2)cc1,-9
O=C(Cc1cc(-c2ccc(Cl)cc2)on1)Nc1ccc(F)c(F)c1,0
CC(CC(=O)NC(C)(C)C)=NNC(=O)COc1ccc(C)cc1Br,-16
Cn1cnnc1S(=O)(=O)C1CCN(C(=O)c2cc3cc(F)ccc3s2)CC1,-6
O=C(COc1ccc2ccccc2c1)NCC1CCN(C2CCCC2)CC1,0
COc1ccccc1OCC#CCNC(=O)c1ccc(Cl)s1,-13
O=C(COc1cccc2ccc(N3CCN(c4ccccc4)CC3)nc12)Nc1ccc2c(c1)OCO2,-12
CN1CCOc2ccc(NC(=O)Cc3ccc(-c4ccccc4)cc3)cc2C1=O,-12
CCCCCOC(=O)c1ccc(N2C(=O)c3ccc(C(=O)OC)cc3C2=O)cc1,1
COc1ccc(C=NNC(=O)C2c3ccccc3-c3ccccc32)cc1,-8
Cc1cccc(CC(=O)N2CCN(C[C@H](O)c3cccs3)CC2)c1,-2
O=C(O)c1cccc(Cn2c(Cl)c(C=NNC(=O)c3ccccc3Cl)sc2=O)c1,-11
O=S(=O)(Nc1cnc(N2CCOCC2)nc1)c1ccc(Cl)cc1,-14
Cc1ccc(S(=O)(=O)Oc2ccccc2C=NNC(N)=S)cc1,-10
O=S(=O)([O-])CCC[n+]1c(SCCCS(=O)(=O)O)sc2ccccc21,-3
CCn1ccc(C(=O)Nc2ccc3nc(SC)sc3c2)n1,-14
COCCN(Cc1ccoc1)C(=O)CCc1ccccc1Br,-16
CCCc1nnsc1C(=O)N1CCN(C(=O)C2CC2c2ccccc2)CC1 (stereo not given),2
CCOc1ccc(CC(=O)N2CCN(c3nccn3-c3ccc(C)cc3)CC2)cc1,70
O=C(Nc1ccc(Cl)cc1)N1CCN(Cc2nc(-c3ccco3)cs2)CC1,-21
COC(=O)c1ccc2c(=O)n(CCc3ccccc3)c(N3CCN(c4ccccc4F)CC3)nc2c1,4
O=C(CCn1c(=O)oc2ccccc21)Nc1ccc(Br)cc1,-15
CNC(=O)CS(=O)(=O)C1CCN(S(=O)(=O)c2ccc(C)c(C)c2)CC1,-11
O=C(NCCOc1ccccc1)NCC1CCN(S(=O)(=O)C2CC2)CC1,21
# More entries:
SMILES,SSB-PriA inh
CC(CC(=O)Nc1ccccc1C(F)(F)F)=NNC(=O)c1cnccn1,-1
O=C(Cc1ccc(F)cc1)N1CCN(Cc2nc(-c3cccs3)cs2)CC1,-7
N#Cc1c(SCc2ccccc2)nc2c(c1-c1ccc(OCc3ccccc3)cc1)CCCC2,-19
CC(C)(C)NC(=O)N1CCC(CNC(=O)N2CCNC2=O)CC1,-9
CCOC(=O)c1cc(C(C)=NOC(=O)c2ccc(C(C)(C)C)cc2)on1,-21
COc1cc(OC)c2cc(C(=O)NN=Cc3ccccc3O)[nH]c2c1,-3
O=C(/C=C\c1cn(-c2ccccc2)nc1-c1cc2ccccc2o1)N1CCOCC1,-18
COC(=O)c1ccc(S(=O)(=O)NCCn2nc(C3CC3)n(-c3ccccc3)c2=O)cc1,-9
CN(C)S(=O)(=O)c1ccc(C(O)=C2C(=O)C(=O)N(Cc3cccnc3)C2c2cccs2)cc1 (stereo not given),-5
Cc1ccsc1[C@@H](O)CNS(=O)(=O)c1cccc(Cl)c1C,-4
Cc1ccc(C(CNC(=O)NC2CCCC2)OCCO)cc1 (stereo not given),-15
CC(=O)Nc1ccc(C=NNC(=O)CNS(=O)(=O)c2ccc([N+](=O)[O-])cc2)cc1,-12
CC[C@H](C)NC(=O)C1CCN(S(=O)(=O)CC)CC1,-18
Cc1nc2sc(-c3ccccc3)cc2c(=O)n1N=CN(C)C,2
COC(C)(CNC(=O)CCc1ccccc1F)c1cccc(Cl)c1 (stereo not given),-50
COc1ccc(C)cc1S(=O)(=O)NCCNC(=O)c1ccc(NC(=O)C(C)(C)C)cc1,-12
O=C(CSc1ccc(-c2ccco2)nn1)Nc1ccc2c(c1)OCO2,-9
Nc1nc2c(s1)CCC2,-2
C=CCN1CCSC1=N,4
CC(C)(C)CC(=O)NC[C@@H](c1cccs1)N1CCc2ccccc2C1,-19
Cc1ccc(/[N+]([O-])=C/c2ccc(Br)cc2)cc1,-3
Fc1ccc2nc(Nc3nnc(-c4cccs4)o3)sc2c1,2
O=C(c1ccco1)N1CC(n2cc(-c3ccccc3)nn2)C1,-20
c1cn(CC2CCNCC2)cn1,13
CCOC(=O)c1c(-c2ccccc2Cl)csc1NC(=O)CN1CCN(C)CC1,11
O=C(Nc1nnc(-c2cccc(F)c2)o1)C1(c2ccc(Cl)cc2)CCCC1,7
N#Cc1ccc(Cl)cc1NC(=O)C(=O)NC(c1ccccc1)c1ccccc1,0
O=C(NC[C@H](O)c1ccoc1)C(=O)Nc1ccc(OC(F)(F)F)cc1,0
O=C(Cc1cccc2ccccc12)NCCSC1CCOCC1,-7
Cn1nc(N2CCC(C(=O)NCCOc3ccc4nnc(-c5ccccc5)n4n3)CC2)ccc1=O,-12
COc1nn(C)cc1C(=O)Nc1ccc(C(=O)N2CCN(c3cccc(C(F)(F)F)c3)CC2)cc1,1
CCS(=O)(=O)C1CN(C(=O)c2ccc(-c3ccc(Cl)c(Cl)c3)cc2)C1,-13
COc1ccc(Cl)cc1C(=O)Nc1ccc(N2CCCCS2(=O)=O)cc1,2
CCN(c1ccccc1)S(=O)(=O)c1ccc(C(=O)Nc2cc(C)no2)cc1,0
O=C(CCCn1nc(-c2cccs2)ccc1=O)NCc1ccc(F)cc1,3
CC(CC(=O)Nc1ccc(Cl)c(Cl)c1)=NNC(=O)C(=O)N1CCCCC1,-4
O=C(Nc1cc(C(F)(F)F)ccc1Cl)c1ccc(N2CCOCC2)nn1,-15
COc1ccc(S(=O)(=O)NN=C(C)c2ccco2)cc1,-2
CNC(=S)NNC(=O)c1ccccn1,152*
O=C(NCCC1=CCCCC1)C(=O)NCC(c1ccco1)N1CCc2ccccc21 (stereo not given),8
CC1C(=O)NCCN1C(=O)c1ccc(Cl)s1 (stereo not given),-11
O=C(CN1C(=O)c2ccccc2C1=O)NCC1(c2cccs2)CC1,-12
CCOC(=O)c1ccc2nc(NC(=O)c3cc(Cl)ccc3Cl)sc2c1,-9
Cc1ccccc1-n1c(=C(C#N)C(=O)Nc2ccccc2)sc(=Cc2ccco2)c1=O,19
NC(=O)c1ccccc1NC=CC(=O)c1ccc(F)cc1,-10
Cc1oc(-c2cc(Cl)cc(Cl)c2)cc1-c1nn2c(-c3ccccc3)nnc2s1,-14
O=C(Cc1csc2nc(-c3ccc(F)cc3)cn12)NCc1ccccn1,-16
O=C(NCC1CCN(Cc2cccs2)CC1)C(=O)NC1CCCC1,-20
COc1ccccc1/C=C\C(=O)NCC(=O)NN=Cc1ccc(O)cc1O,2
